# RGS4 act: RGS4 potentiation or activation. HEK293 M3R/inducible RGS4, carbachol calcium flux Fluo4; hits give low values. B-score at 10 µM. 310,000 tested, 0.92% active. AID 463111;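 active = B-score of the integrated calcium signal more than 4 SD below the library mean, with starting fluorescence not abnormally high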;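 also: negative B-score means reduced calcium response which marks RGS4 activation or potentiation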
#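 System: HEK293 FlpIn-TREx cells, stable M3R, doxycycline-inducible RGS4. Timing: overnight RGS4 induction, 30 min dye load 37 °C, 20 min compound RT. Also added: carbachol, ECmax concentration. Measured by: Fluo4 fluorescence kinetic imaging of calcium. Evaluation: integrated calcium ratio converted to B score.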
# TRPC6 act: activates the mouse TRPC6 cation channel; Q61143; HEK293-TRPC6 membrane potential dye fluorescence; hits give high values; B-score at 10 µM; 310,000 tested, 0.13% active; AID 2550;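 active = B-score of the integrated fluorescence ratio above library mean plus 3 SD, and starting fluorescence ratio within library mean plus 5 SD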;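 also: higher score means more depolarization so channel activation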
# Platelet DG rel: platelet dense granule release activity | human platelet-rich plasma, SFLLRN dense granule ATP release, luminescence | inhibition, %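 (compounds screened at 7.5 µM in platelet-rich plasma)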 | 300,000 tested, 0.22% active | AID 1663;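 active = mean replicate score, as percent of positive control, at or above 50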
# MrgX1 antag: antagonists of human MrgX1 receptor; Q96LB2; MRGX1-HEK293 calcium flux, Fluo-4, BAM8-22 antagonism; hits give low values; B-score at 10 µM; 310,000 tested, 1.3% active; AID 588676;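 active = calcium-response B-score plate-corrected more than 3 library SD below zero, starting fluorescence within 5 deviations, no agonist response on first addition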;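 also: peak minus trough fluorescence over baseline after final BAM8-22 challenge near maximal dose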
# Target sequence (Q96LB2 whole entry, looked up): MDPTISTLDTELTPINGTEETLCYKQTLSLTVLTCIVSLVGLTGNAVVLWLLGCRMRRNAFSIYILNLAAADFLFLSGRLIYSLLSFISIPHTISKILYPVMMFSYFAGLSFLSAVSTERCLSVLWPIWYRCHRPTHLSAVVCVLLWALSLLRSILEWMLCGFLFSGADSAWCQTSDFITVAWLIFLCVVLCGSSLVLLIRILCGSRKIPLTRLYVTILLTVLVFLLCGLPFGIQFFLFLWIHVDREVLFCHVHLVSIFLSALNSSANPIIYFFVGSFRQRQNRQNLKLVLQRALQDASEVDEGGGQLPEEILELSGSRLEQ
# MrgX1 allo act: allosterically activates human MrgX1 receptor signaling; MrgX1-HEK293, Fluo-4 calcium flux, FDSS; hits give high values; B-score at 10 µM; 310,000 tested, 0.63% active; AID 588675;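 active = plate-corrected calcium response at least 3 library SD above typical, normal starting fluorescence, not activating the receptor alone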;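 also: compound read alongside a low EC10 to EC30 dose of BAM8-22 agonist; peak minus trough fluorescence over baseline measured at the second addition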
# MrgX1 agonist: activates human MrgX1 receptor signaling | AID 588627 | B-score at 10 µM | MrgX1-HEK293 cells, Fluo-4 calcium fluorescence, agonist mode; hits give high values | 310,000 tested, 0.44% active | Q96LB2;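 active = calcium response B-score plate-corrected fluorescence ratio at least 3 library SD, with starting fluorescence B-score inside 5 SD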
#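 Test system: Stable human MrgX1 HEK293 cell line | Schedule: Overnight plating before 1 h dye loading | Read-out basis: Baseline-normalised fluorescence change ratio, B-scored | Detection: Kinetic calcium dye fluorescence, Fluo-4 NW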
# RGS4 block: human RGS4 inhibition | P49798 | HEK293 M3R/RGS4 inducible, Fluo-4 calcium flux; hits give high values; triggered by carbachol at its EC20 | B-score at 10 µM | 310,000 tested, 0.45% active | AID 463165;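 active = B-score, a plate-corrected calcium signal, over three deviations above library mean, with baseline fluorescence within five deviations of library mean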;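 also: RGS4 expression induced by doxycycline in cells with stable M3 receptor; B-score is computed from the integrated fluorescence ratio over baseline after carbachol; higher B-score means a larger calcium signal and so more RGS4 inhibition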
# Target sequence (P49798 whole entry, looked up): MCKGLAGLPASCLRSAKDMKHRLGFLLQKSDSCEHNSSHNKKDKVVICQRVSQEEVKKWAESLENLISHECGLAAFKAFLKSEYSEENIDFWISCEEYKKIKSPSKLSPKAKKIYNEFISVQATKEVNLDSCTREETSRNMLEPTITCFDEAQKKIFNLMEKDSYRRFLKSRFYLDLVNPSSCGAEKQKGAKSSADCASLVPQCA
# SKKanGAS inh: inhibitors of SKKanGAS S. pyogenes growth in kanamycin (SK-promoter or general growth effect). BacTiter-Glo, 6 h. 300,000 tested, 1.3% active. AID 1662. inhibition, % at 7.5 µM;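 active = mean replicate score, as percent of positive control median, at least 50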;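 also: strain carries kanamycin resistance gene driven by streptokinase promoter and grows in 40 µg/ml kanamycin; loss of luminescence reflects streptokinase promoter inhibition or plain growth inhibition; 0% = median of DMSO wells and 100% = positive control at its reference dose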
# TRPC4 inh: TRPC4 (mouse) channel inhibition; 300,000 tested, 0.39% active; HEK293 TRPC4beta/mu-opioid, DAMGO-evoked Fluo4 calcium flux; hits give low values; AID 2247; B-score at 10 µM;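 active = B-score over 3 SD under the library average, no early fluorescence shift, positive overall ratio signal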
#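 Assay system: HEK293 cells with stable TRPC4beta plus mu-opioid receptor expression. Dosing: single dose. Measured by: Fluo4 Ca2+ flux fluorescence. Also added: DAMGO in two steps, submaximal then maximal. Read-out: B score from integrated Fluo4 fluorescence ratio.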
# HIF act: HIF pathway transcriptional activation; U2OS HRE-luciferase reporter, luminescence; normalized: DMSO 0%, desferrioxamine 100%; activation, % at 7.5 µM (by protocol); 300,000 tested, 0.32% active; AID 1910;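 active = mean activation of at least 10% of the iron chelator positive control signal, with at least half of replicates also reaching 10%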
# TRPC6 inhibitor: inhibitors of mouse TRPC6 channel; 310,000 tested, 1.1% active; B-score at 10 µM; Q61143; HEK293-TRPC6, membrane potential dye, ACh-evoked depolarization; hits give low values;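 active = B-score under library mean minus 3 SD, initial fluorescence not abnormally high, positive integrated signal ratio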;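 also: B-score derived from integrated fluorescence ratio over the kinetic read; more negative B-score means stronger inhibition of depolarization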
# * hit, by the source's call; i = inactive; nt = no result given.
compound	RGS4 act	MrgX1 antag	MrgX1 allo act	TRPC6 inhibitor	MrgX1 agonist	Platelet DG rel	TRPC4 inh	HIF act	TRPC6 act	RGS4 block	SKKanGAS inh
S=C(NCc1ccc(Cl)cc1)Nc1ccc(Cl)cc1Cl	i	i	i	i	i	-3	i	0.9	i	i	8
O=C(NCc1ccc(F)cc1)C1CCN(S(=O)(=O)c2cccc3nonc23)CC1	i	i	i	i	i	-7	i	-0.7	i	i	4
CN(CC(=O)Nc1ccccc1C(F)(F)F)C(=O)c1cccc(-n2cccc2)c1	i	i	i	i	i	3	i	-0.4	i	i	3
Cc1c(Cl)ccc2c(C(=O)NC(C)c3ccncc3)cc(-c3ccncc3)nc12 (stereo not drawn)	i	i	i	i	i	2	i	0.0	i	i	18
CC1CC(=O)N(CC(=O)Nc2cccc(F)c2)c2ccccc2S1(=O)=O (stereo not drawn)	i	i	i	i	i	-4	i	0.0	i	i	-13
COc1ccc(-c2nnc(SCC(=O)Nc3ccccc3OC)o2)cc1	i	i	i	i	i	-1	i	1.1	i	i	-7
Cn1cc(/C=C(\NC(=O)c2ccccc2)C(=O)N2CCOCC2)c2ccccc21	i	i	i	i	i	3	i	-0.7	i	i	6
O=[N+]([O-])c1cc(S(=O)(=O)N2CCCC2)ccc1O	i	i	i	i	i	-23	i	-0.8	i	i	-4
CCc1noc(C)c1C(=O)N1CCN(S(=O)(=O)c2ccc(Cl)s2)CC1	i	i	i	i	i	-1	i	1.4	i	i	-4
Cc1ccccc1OCCn1c(=S)[nH]c2c(N)ncnc21	i	i	i	i	i	5	i	0.8	i	i	4
CCCOc1ccc(C(=O)Nc2ccc(NC(=O)c3cccs3)cc2)cc1	i	i	i	i	i	7	i	0.4	i	i	0
CCC(=NCCc1ccc(OC)c(OC)c1)c1ccccc1O	i	i	i	i	i	1	i	0.3	i	i	1
OCCC1CN(Cc2cccc3c2OCO3)CCN1C1CCCCC1 (stereo not drawn)	i	i	i	i	i	2	i	-0.3	i	i	-3
CCOC(=O)Oc1ccc2c(=O)c(Oc3cc(C)cc(C)c3)coc2c1	i	i	i	i	i	-5	i	-0.1	i	i	0
COc1ccc(COc2ccc(S(=O)(=O)N3CCCC3)cc2C(N)=O)cc1F	i	i	i	i	i	-8	i	-0.7	i	i	-4
CC(C)(C)NC(=O)NC(=O)COC(=O)COc1ccc2c(c1)CCC2	i	i	i	i	i	1	i	-0.4	i	i	-8
O=C(CCc1[nH]c2ccccc2c1Sc1ccccc1)NCCO	i	i	i	i	i	0	i	-0.6	i	i	0
CCN(CC)CCCNc1nc2cc(OC)c(OC)cc2c2nc(-c3ccccc3)nn12	i	i	i	i	i	1	i	-6.0	i	i	5
NC(=O)C1(N2CCCCC2)CCN(C(=O)c2ccc(C#CC3(O)CCCCC3)cc2)CC1	i	i	i	i	i	-9	i	-0.5	i	i	-1
CN1CCc2c(sc3c2C(=O)NC(c2ccccc2)N3)C1 (stereo not drawn)	i	-9.5*	i	i	i	5	i	0.5	i	i	-14
COc1cc(CNCCO)cc(Br)c1OCc1cccs1	i	i	i	i	i	1	i	-0.5	i	i	1
COc1cc(N2C(=O)CSC2=S)cc(OC)c1OC	i	i	i	i	i	4	i	-1.9	i	i	3
COc1ccc(/C=C2\CCOC2=O)cc1	i	i	i	i	i	-5	i	1.4	i	i	10
CN(CCO)C(=O)CCC(=O)Nc1ccc(S(N)(=O)=O)cc1	i	i	i	i	i	0	i	-0.2	i	i	-2
CC1(C)CC(=O)N(CC(=O)O)c2ccccc2S1	i	-4.5*	i	i	i	3	i	1.2	i	i	-2
COCCn1cnnc1SCC(=O)Nc1ccc(Br)cc1F	i	i	i	i	i	-16	i	-0.3	i	i	2
O=C(O)CC(NS(=O)(=O)c1ccc(Br)cc1)c1ccco1 (stereo not drawn)	i	i	i	i	i	0	i	-0.6	i	i	5
Cc1ccc(Cn2ccc(NC(=O)c3cc(-c4ccco4)on3)n2)cc1	i	i	i	i	i	-5	nt	-0.3	i	i	-5
Cc1ccc(C(=O)CCC(=O)OCc2nnc(-c3ccccc3)o2)cc1	i	i	i	i	i	-12	i	-26	i	i	-5
N#CCCN(C(=O)COC(=O)CCN=C1NS(=O)(=O)c2ccccc21)c1ccc(F)cc1	i	i	i	i	i	0	i	-0.5	i	i	-10
O=C(NCCN1C(=O)S/C(=C\c2ccc(Cl)c([N+](=O)[O-])c2)C1=O)C1=COCCO1	i	i	i	i	i	-4	i	1.5	i	i	-12
COc1cc(/C=N/NC(=O)C2COc3ccccc3O2)ccc1O (stereo not drawn)	i	i	i	i	i	1	i	nt	i	i	6
Nc1c(Br)cc2oc(-c3ccccc3)nc2c1Br	i	i	i	i	i	-3	i	1.8	i	i	-4
COCCN(CCOC)S(=O)(=O)c1ccc(Cl)nc1	i	i	i	i	i	-1	i	-0.3	i	i	1
CCOC(=O)c1cc(-c2ccco2)nn1-c1ccc(C)cc1	i	i	i	i	i	1	i	-0.1	i	i	2
N#Cc1cnn2c(C(F)(F)F)c3c(nc12)CCCC3	i	i	i	i	i	-3	i	-1.4	i	i	-3
Oc1ccc2ccccc2c1N=Nc1ccc(F)cc1	i	i	i	i	i	-2	i	0.3	i	i	0
Cc1ccc(S(=O)(=O)Cn2nnnc2C(C(C)C)N2CCSCC2)cc1 (stereo not drawn)	i	i	i	i	i	-1	i	-0.4	i	i	-5
CC1CCCC(NC(=O)c2ccc(COc3ccccc3)o2)C1C (stereo not drawn)	i	i	i	i	i	-8	i	-11	i	i	9
CCCCCN(C(=O)CCC(=O)OCCOc1ccc(OC)cc1)c1c(N)n(CCCC)c(=O)[nH]c1=O	i	i	i	i	i	3	i	0.7	i	i	-4
CCC(NC(=O)c1ccc([N+](=O)[O-])cc1[N+](=O)[O-])c1ccccc1 (stereo not drawn)	i	i	i	i	i	-4	i	-1.8	i	i	26
Cc1ccnc(NC(=O)c2ccc(Cl)c(S(=O)(=O)N3CCCC3)c2)c1	i	i	i	i	i	31	i	2.5	i	i	0
CC1=C(C(=O)Nc2ccccc2)C(c2ccc(Cl)cc2)n2c(s/c(=C/c3cccc(OCC(=O)O)c3)c2=O)=N1 (stereo not drawn)	i	i	i	i	i	0	i	-0.3	i	i	11
CCc1sc(-c2c(C#N)c(N)nc3c2CCCCCC3)cc1[N+](=O)[O-]	i	i	i	i	i	-5	i	-0.4	i	i	22
O=C(O)/C=C\C(=O)Nc1ccc(OC(F)F)cc1	i	i	i	i	i	6	i	0.8	i	i	-1
CC(NCCC1(C(C)C)CCOC(C)(C)C1)c1cccs1 (stereo not drawn)	i	i	i	i	i	-2	i	0.0	i	i	-3
Cc1ccc(S(=O)(=O)NC(=O)Nc2nnc(C3CC3)s2)cc1	i	i	i	i	i	-4	i	0.4	i	i	4
O=C(CCl)c1cc2c3c(c1)CC(=O)N3CCC2	i	i	i	i	27*	-4	i	1.5	i	17*	3
CC(C)Cn1c(N)c(C(=O)COC(=O)CC23CC4CC(CC(C4)C2)C3)c(=O)n(C)c1=O	i	i	i	i	i	3	i	0.8	i	i	23
CC1(C)c2[nH]c3ccccc3c2C[C@@H]2C(=O)N(Cc3ccc(F)cc3)C(=O)N21	i	i	i	i	i	7	i	0.5	i	i	21

# Further compounds follow:
compound	RGS4 act	MrgX1 antag	MrgX1 allo act	TRPC6 inhibitor	MrgX1 agonist	Platelet DG rel	TRPC4 inh	HIF act	TRPC6 act	RGS4 block	SKKanGAS inh
O=C(O)CCc1ccc(-c2ccc(Cl)cc2)n1CCC(=O)O	i	i	i	i	i	-39	i	nt	i	i	4
CNC(=S)NNC(=O)c1cccn(Cc2ccccc2)c1=O	i	i	i	i	i	-3	i	0.2	i	i	5
CC1=Nc2cc(C(=O)NCCCOC(C)C)ccc2Sc2ccccc21	i	i	i	i	i	7	i	3.6	i	i	-1
Fc1nc(F)c(F)c(NCCCNc2c(F)c(F)nc(F)c2F)c1F	i	i	i	i	i	-6	i	-2.0	i	i	-10
O=C(Nc1c(-c2cccs2)nc2ccccn12)c1ccc2ccccc2c1	i	i	i	i	i	-1	i	-0.4	i	i	2
CC1CCN(Cc2c(C(=O)N/N=C/c3ccccc3O)nnn2-c2nonc2N)CC1	i	i	i	i	i	10	i	31*	i	i	14
Cc1cc(NC(=O)c2cccc(S(=O)(=O)N3CCCC3)c2)no1	i	i	i	i	i	2	i	-0.1	i	i	-3
CCOc1cc(/C=N/NC(=O)c2cc(C)n(-c3ccc(F)cc3)c2C)ccc1O	i	i	i	i	i	5	i	1.0	i	i	9
CCOC(=O)/C(C#N)=C/c1cc2ccccc2nc1N1CCCCC1	i	i	i	i	i	9	i	0.1	i	i	-4
Oc1ccc(Cl)cc1C=NCCc1ccccc1	i	i	i	i	i	1	i	0.3	i	5*	-3
O=C(CSc1ncnc2c1oc1ccccc12)NCc1ccco1	i	i	i	i	i	15	i	0.1	i	i	-3
CC(=O)N1c2c(cc(Br)cc2S(=O)(=O)NCc2ccc3c(c2)OCO3)CC1C (stereo not drawn)	i	i	i	i	i	1	i	-0.2	i	i	-5
CCOc1cc(Br)c(C=O)cc1OCC	i	i	i	i	i	-1	i	1.2	i	i	-7
Cc1csc2c(SCC(=O)NNC(=O)C(Cl)Cl)ncnc12	i	i	i	i	i	-7	i	-0.2	i	i	18
Cc1ncc(S(=O)(=O)c2ccc(Cl)cc2)c(N)n1	i	i	i	i	i	2	i	-0.3	i	i	-7
CCN(CC)C(=O)C1CCCN(C(=O)Nc2ccc(NC(=O)N3CCCC(C(=O)N(CC)CC)C3)cc2)C1 (stereo not drawn)	i	i	i	i	i	0	i	-0.1	i	i	-13
COC1CCCCC1Nc1ccc(C)c(C)c1 (stereo not drawn)	i	i	i	i	i	14	i	-0.3	i	i	-3

# Source: PubChem BioAssay
